Vif-APOBEC3F blk: qHTS for Inhibitors of Vif-A3F Interactions: qHTS. 0.2% of 390,000 active. HeLa A3F-eYFP + Vif (tagged APOBEC3F with the HIV-1 protein that degrades it), YFP fluorescence increase. Potency, µM (top dose mostly 46.1 µM), inactives show at the highest dose activity, negative = active; note: % of control where 0% means no effect; nearly all actives have a fitted effect of over 65% in size
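HeLa cells stably expressing Vif plus C-terminally eYFP-tagged A3F were seeded, incubated overnight at 37 deg C, dosed with compound, incubated overnight again at 37 deg C. Yellow fluorescence (Ex 488/Em 500-530) reported blocked Vif-mediated A3F-eYFP degradation.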
Vif-APOBEC3G blk: qHTS for Inhibitors of Vif-A3G Interactions: qHTS | DNA dC->dU-editing enzyme APOBEC-3G (Homo sapiens), Q9HC16 | HeLa A3G-eYFP + Vif (tagged APOBEC3G with the HIV-1 protein that degrades it), YFP fluorescence, overnight | Potency, µM (top dose mostly 46.1 µM), for the others: at the highest dose activity, negative = active, actives largely listed as inhibitors | 0.076% of 410,000 active;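 note: % is set by controls: 0 for no effect and ±100 for the full control effect; nearly all actives have a fitted effect of over 60% in size; hits raise eYFP signal because A3G escapes Vif-driven loss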
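HeLa cells stably expressing Vif and C-terminally eYFP-tagged A3G, seeded overnight at 37 deg C, then exposed to compound by pintool overnight at 37 deg C. Rise in yellow fluorescence (Ex 488/Em 500-530, Acumen) marks blocked Vif-driven A3G degradation.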
USP1 inh: Inhibitors of USP1/UAF1: Primary Screen | AID 743255, 2014 | Ubiquitin carboxyl-terminal hydrolase 1 (Homo sapiens), O94782 | 0.23% of 390,000 active | recombinant USP1/UAF1, Ub-Rhodamine cleavage fluorescence | Potency, µM (doses to about 57.1 µM), for the others: at the top dose activity change, negative = inhibition, actives largely listed as inhibitors; note: % is set by controls: 0 for no effect and ±100 for the full control effect; nearly all actives have a fitted effect of over 60% in size; inactives centre near -12
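1 nM enzyme complex + cpd, 15 min RT; start with Ub-Rho 150nM final; kinetic fluorescence ex 480/em 540, 6 reads q60 s. Buffer 50mM HEPES pH 7.8, 0.5mM EDTA, 0.1 mg/ml BSA, 1mM TCEP, 0.01% Tween-20.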
TrxR1 inh: qHTS Assay for Inhibitors of Mammalian Selenoprotein Thioredoxin Reductase 1 (TrxR1): qHTS. Potency, µM (doses to about 114 µM), for the others: top-dose activity change, negative = inhibition, usual class: inhibitors. 1% of 390,000 active. recombinant rTrxR1, NADPH fluorescence consumption, selenite substrate. Thioredoxin reductase 1, cytoplasmic (Rattus norvegicus), O89049; note: % is set by controls: 0 for no effect and ±100 for the full control effect; nearly all actives have a fitted effect of over 65% in size
Target sequence (O89049 whole entry, looked up): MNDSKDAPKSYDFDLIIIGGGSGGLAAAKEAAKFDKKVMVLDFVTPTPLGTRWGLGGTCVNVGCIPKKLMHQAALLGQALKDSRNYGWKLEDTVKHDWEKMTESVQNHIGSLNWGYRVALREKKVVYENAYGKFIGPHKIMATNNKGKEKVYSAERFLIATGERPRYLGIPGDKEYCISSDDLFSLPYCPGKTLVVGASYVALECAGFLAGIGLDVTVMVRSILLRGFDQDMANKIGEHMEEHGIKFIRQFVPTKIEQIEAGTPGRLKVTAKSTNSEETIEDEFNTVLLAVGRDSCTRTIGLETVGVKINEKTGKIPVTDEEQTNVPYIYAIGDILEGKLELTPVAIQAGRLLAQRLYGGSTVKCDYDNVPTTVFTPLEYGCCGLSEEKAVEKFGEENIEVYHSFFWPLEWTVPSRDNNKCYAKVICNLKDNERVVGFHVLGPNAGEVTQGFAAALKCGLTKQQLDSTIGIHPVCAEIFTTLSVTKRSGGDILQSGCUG
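Rat TrxR1 (90 nM in the dispensed reagent) was pre-reduced with 400 uM NADPH for 5 min at room temperature, then incubated with compound for 15 min. After 400 uM selenite was added, NADPH fluorescence (Ex 340/Em 450 nm) was followed for 8 min.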
RXFP1 agonist: qHTS Assay for Agonists of the Relaxin Receptor RXFP1. HEK293T-RXFP1 cAMP TR-FRET, 30 min; response scale: percent of porcine relaxin response, buffer zero. Potency, µM (series often up to 57.5 µM), inactives show at the top dose activation, usual class: activators. 0.3% of 370,000 active; note: % is set by controls: 0 for no effect and ±100 for the full control effect; nearly all actives have a fitted effect of over 60% in size; many of its hits are not listed in these tables
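cAMP rise read by TR-FRET after 30 min, 37C compound exposure (up to 58 uM) in RXFP1-transfected HEK293 cells with Ro 20174 present. EC50 from Hill-equation fits, with 29 nM porcine relaxin as 100% and buffer as basal.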
mIDH1 inhibitor: qHTS for Inhibitors of mutant isocitrate dehydrogenase 1 (IDH1): qHTS. IDH1-R132H enzyme, NADPH consumption, diaphorase/resazurin fluorescence. Potency, µM (series often up to 76.6 µM), for the others: at the top dose activity change, negative = inhibition, most hits filed as inhibitors. 0.093% of 390,000 active. AID 602179, 2012; note: % is set by controls: 0 for no effect and ±100 for the full control effect; nearly all actives have a fitted effect of over 65% in size
Target sequence (O75874 whole entry R132H, stated change not applied): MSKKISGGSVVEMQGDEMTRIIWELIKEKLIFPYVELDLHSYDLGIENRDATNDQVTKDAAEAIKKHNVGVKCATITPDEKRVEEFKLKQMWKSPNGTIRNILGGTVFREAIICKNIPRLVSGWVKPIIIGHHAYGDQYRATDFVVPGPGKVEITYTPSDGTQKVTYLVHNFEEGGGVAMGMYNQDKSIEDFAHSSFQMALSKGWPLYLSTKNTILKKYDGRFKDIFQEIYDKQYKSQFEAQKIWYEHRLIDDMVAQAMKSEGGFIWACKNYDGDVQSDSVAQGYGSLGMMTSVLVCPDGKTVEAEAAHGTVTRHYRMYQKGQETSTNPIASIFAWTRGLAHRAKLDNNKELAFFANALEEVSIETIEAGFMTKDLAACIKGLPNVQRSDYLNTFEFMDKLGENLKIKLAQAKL
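IDH1-R132H (0.5 ug/mL dispensed) in pH 7.5 Tris buffer was preincubated 30 min with compound, then given a substrate mix of 0.016 mM NADPH and 2 mM alpha-KG for 80 min at room temperature; remaining NADPH was read by diaphorase/resazurin fluorescence.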
TrxR1 substrate: qHTS Assay for Substrates of Mammalian Selenoprotein Thioredoxin Reductase 1 (TrxR1): qHTS; Thioredoxin reductase 1, cytoplasmic (Rattus norvegicus), O89049; 0.01% of 390,000 active; purified TrxR1 substrate turnover, NADPH consumption readout; Potency, µM (highest dose often 114 µM), for the others: at the top dose activity change, negative = substrate turnover; note: % is set by controls: 0 for no effect and ±100 for the full control effect; nearly all actives have a fitted effect of over 50% in size
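Rat TrxR1, dispensed at 90 nM, was prereduced with 400 uM NADPH (final) for 5 min at ~22 deg C, then incubated with compound 15 min before 400 uM selenite. A first-read NADPH fluorescence drop versus no-compound background flagged substrates.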
RGS4 inh: Inhibitors of Regulator of G Protein Signaling (RGS) 4: qHTS | Regulator of G-protein signaling 4 (Homo sapiens), P49798 | Transcreener GDP fluorescence polarization, RGS4-accelerated GTP hydrolysis | Potency, µM (series often up to 114 µM), for inactives: top-dose activity change, negative = inhibition, usual class: inhibitors | 0.039% of 390,000 active | AID 504845, 2011; note: % is set by controls: 0 for no effect and ±100 for the full control effect; nearly all actives have a fitted effect of over 75% in size; some results filed as inactive show a strong effect at the top dose
Target sequence (P49798 whole entry, looked up): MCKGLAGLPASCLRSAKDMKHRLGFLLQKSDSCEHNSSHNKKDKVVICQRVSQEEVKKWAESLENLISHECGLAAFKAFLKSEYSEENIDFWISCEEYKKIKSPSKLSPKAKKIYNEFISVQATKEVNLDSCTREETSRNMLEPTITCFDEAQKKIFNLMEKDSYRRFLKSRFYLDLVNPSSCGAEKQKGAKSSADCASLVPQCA
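MLSMR compounds (23 nl, pin-transferred) preincubated 10 min at room temperature with a 500nM (2x) first reagent, then RGS4 at 900nM (2x) plus Transcreener GDP mix added; fluorescence polarization (620/688 nm) read before and after 90 min at 30 °C.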
12-LOX inh: Primary qHTS assay for inhibitors of human arachidonate 12S-lipoxygenase (ALOX12): Round 2; Polyunsaturated fatty acid lipoxygenase ALOX12 (Homo sapiens), P18054; purified 12hLO, xylenol orange hydroperoxide absorbance; Potency, µM (doses to about 108 µM), for inactives: top-dose activity change, negative = inhibition, hits mostly inhibitors; 1.1% of 580,000 active; AID 1671190, 2021; note: % is set by controls: 0 for no effect and ±100 for the full control effect
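Hydroperoxide product was detected by ferrous iron/xylenol orange as the 573 to 405 nm absorbance ratio. Arachidonic acid at 40 uM (final) was turned over for 30 min at room temperature by 150 nM human 12hLO, pH 7.0 Hepes buffer, after 15 min compound preincubation.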
* marks the source's active call; other numbers are inactive results; u = inconclusive; x = no result given; [ ] = another dose, or the depositor's remark. Calls come from the whole dose curve; as a rule, active = well fitted curve in the direction sought with a large enough effect; inconclusive = small, poorly fitted or top-dose-only effect, or another doubt; inactive = no such curve, though single readings can be large; an effect the other way counts as inactive or inconclusive. Potency is the fitted concentration of half-maximal effect.

mol | Vif-APOBEC3G blk | 12-LOX inh | USP1 inh | RGS4 inh | Vif-APOBEC3F blk | RXFP1 agonist | TrxR1 inh | mIDH1 inhibitor | TrxR1 substrate
O=C(CNC(=O)c1cccc(F)c1)N/N=C/c1cc(Br)ccc1OCc1ccccc1 | -12% | 2% | -11% | 16%[11.4 µM] | -11% | -0.8% | 15% | -4% | -5%
COc1ccccc1C(=O)NCCC(=O)NC1CCC(C)CC1 (stereo not given) | 1% | 183%[activator] | -15% | 0% | 4% | -0.4% | 30% | 5% | 6%
CCn1c(C)c(C2=CCN(S(=O)(=O)c3ccccc3)CC2)c2ccccc21 | -5% | -4% | -15% | -9% | -3% | 3.0% | -29% | 0% | 3%
O=C(CSc1nnc(-c2ccc(O)cc2)n1Cc1ccccc1)NNC(=O)c1ccc(Br)cc1 | 2% | -16% | 5% | -38% | -12% | 0.4% | -8%[57.1 µM] | -22% | -3%
CC(C)CC(NC(=O)c1ccccc1)C(=O)OCC(=O)Nc1ccc(Br)cn1 (stereo not given) | 1% | 6% | -10% | -3% | -6% | 1.4% | 15% | 1% | 4%[57.1 µM]
C=CCNC(=O)c1ccc(Cl)cc1Cl | 2% | 19% | -17% | 1% | 3% | -1.1% | 10% | 4% | 1%
O=C(NCc1ccccc1)C(=O)NCC(c1ccco1)S(=O)(=O)c1ccccc1 (stereo not given) | -2% | -21% | 11% | -5% | -2% | 0.7% | -26%[57.1 µM] | -17% | -19%[57.1 µM]
Cn1c(SCC(=O)N2CCCCC2)nc2cccnc21 | 0% | 0%[57.4 µM] | -8% | 3% | -1% | 0.6% | 4% | 7% | -5%
CC(Sc1cccc[n+]1[O-])C(=O)Nc1cccc([N+](=O)[O-])c1 (stereo not given) | 1% | -21% | -23% | 18% | -7% | 16% | 15%[57.1 µM] | 4% | 1%[57.1 µM]
Cc1nc(C(=O)NC(C)C)nn1-c1cc(Cl)cc(Cl)c1 | -1% | u | 3% | -14% | 10% | -0.3% | 15%[11.4 µM] | 8% | 3%
O=C(c1cccc([N+](=O)[O-])c1)n1nc(-c2ccccc2)nc1NCc1ccccc1 | 0% | -23% | -7% | 4% | 3% | 1.4% | 1% | -3% | -4%
CS(=O)(=O)N(Cc1ccc(Cl)cc1)c1ccc(C(=O)NCCSCc2ccco2)cc1 | 0% | u | -25% | -7% | -6% | 1.4% | -12% | 0% | 2%
Cc1cc(C(=O)Nc2ccc(Cl)c(S(=O)(=O)N3CCOCC3)c2)c2ccccc2n1 | 0% | 12% | -12% | 20% | -3% | -0.5% | 13% | -11% | -10%
COc1ccc2[nH]cc(CCNC(=O)Cc3ccc(F)cc3)c2c1 | -2% | -7% | -8% | 15% | -7% | 1.4% | 8% | 0% | 1%
CCCCCCCCNC(=O)/C(C#N)=C/c1ccccc1[N+](=O)[O-] | -12% | -15% | -23% | -1% | u | -1.5% | -19% | u | -14%
CCCSc1nnc(N2C(=O)C(O)=C(C(=O)c3ccco3)C2c2ccccc2F)s1 (stereo not given) | u | 40µM* | 3% | -21% | 3.2µM* | u | -33% | 12% | -3%
CCOc1cccc(C=NNc2ccc(S(=O)(=O)Nc3ccccc3C(=O)O)cc2[N+](=O)[O-])c1O | 5% | u | -26% | 12% | 4% | x | -8% | -4% | -11%
COc1ccccc1C(=O)NNC(=O)c1ccccc1F | 0% | 0% | -11% | 13% | 5% | 1.1% | 7%[57.1 µM] | 1% | 1%[57.1 µM]
CC(=O)Nc1ccn(C2OC(C(COC(C)=O)NC(=O)C(COCc3ccccc3)NC(=O)OC(C)(C)C)C(OC(C)=O)C2OC(C)=O)c(=O)n1 (stereo not given) | 1% | x | x | 24% | x | x | 7% | x | -3%
COc1cc(/C=N/NC(=O)CN2CCOCC2)ccc1OCc1ccccc1 | -4% | -14% | -3% | 13% | -1% | 2.6% | -17% | 5% | -19%
CC(=O)NCCNC(=O)c1cccc(NS(=O)(=O)c2ccc3c(c2)OCCO3)c1 | 0% | -22% | -16% | 0% | 7% | 0.2% | 12%[57.1 µM] | -7% | 8%[57.1 µM]
COc1ccc(CN(C)CC(=O)Nc2ccccc2C(F)(F)F)c(OC)c1 | -1% | -6% | -20% | 3% | 2% | 0.2% | -2% | 4% | -6%
CCN1CCN(c2nc(Nc3cc(OC)ccc3OC)nc(Nc3cc(OC)ccc3OC)n2)CC1 | 2% | 0% | -7% | -1% | -8% | -3.7% | 9%[57.1 µM] | -1% | -1%[57.1 µM]
O=C(NC1CCCCC1)c1ccc(OC2CCN(Cc3ccccn3)CC2)cc1 | 1% | x | -2% | 18% | 2% | 13% | -16% | 4% | -13%
COCCN(Cc1cc2cc(C)ccc2nc1Cl)C(=O)Nc1ccccc1C | 1% | 10% | -7% | -30% | 2% | 2.2% | 10% | 3% | -7%
CCc1nc2nc(C)c(NS(=O)(=O)c3ccc(Br)s3)c(=O)n2[nH]1 | -3% | -12% | 2% | 32% | -6% | -1.9% | 3%[57.1 µM] | 2% | -2%[57.1 µM]
COc1ccc(-c2n[nH]c(=S)n2/N=C/C=C\c2ccccc2OC)cc1 | u | -5% | -18% | -17% | -7% | 1.6% | -18% | -1% | -11%
O=S(=O)(Nc1ccc(N=Nc2ccc(O)c3ccccc23)cc1)c1ccccc1 | 1% | u | -9% | -3% | 11% | -0.3% | -4% | 3% | -4%
CC(C)(C)OC(=O)N1CCC(c2c(C(=O)N3CCN(c4ccccn4)CC3)cnn2-c2ccc(F)cc2F)CC1 | 4% | -11% | -9% | 5% | -2% | -0.1% | 9% | -5% | 5%
Cc1ccc(-c2cc(NC(=O)COc3ccc(Cl)cc3C)on2)cc1 | -2% | -19% | -5% | 8% | -10% | -0.2% | 31% | 36% | 2%
CC(C)Cc1nc(N2CCN(C(=O)c3ccco3)CC2)c(C#N)c2c1CCC2 | -4% | 5% | -11% | -9% | -2% | -0.7% | u | -17% | 27%
O=C(Nc1nccc(-c2cccs2)n1)c1ccccc1Cl | -1% | 0% | -8% | -14% | 0% | 3.0% | -12% | 34%[activator] | -8%
CC(=O)Nc1ccc(NC(=O)CCCc2ccccc2)cc1 | 1% | x | 6% | 17% | 14% | -0.7% | 23%[57.1 µM] | 1% | 5%[57.1 µM]
CCc1ccc2c(c1)-c1ccccc1S(=O)(=O)N2CC(=O)N1CCC(C)CC1 | -2% | -12% | -8% | 6% | -11% | 0.2% | 34% | -10% | 24%
CCOC(=O)CSc1n[nH]c(NC(=O)NC(C)C)n1 | -2% | 3% | -9% | 17% | 0% | -1.0% | 9% | -11% | 1%
CC(=O)N1CCN(c2ccc(NC(=S)NC(=O)c3ccc(C)c([N+](=O)[O-])c3)cc2)CC1 | 1% | u | 0% | -42% | -1% | -14% | -56% | 15% | 9%[57.1 µM]
CC1(C(=O)Nc2cccc(-n3cnnn3)c2)Cc2ccccc2C(=O)O1 (stereo not given) | -2% | -29% | -17% | -4% | -4% | x | 8%[11.4 µM] | 3% | 9%[57.1 µM]
O=C(O)C1=C(OCc2ccc(F)c(F)c2)C(=O)NCC1 | 2% | -1% | -16% | u | -3% | -0.3% | 22%[57.1 µM] | 4% | 7%[57.1 µM]
O=C(Nc1ccc(F)cc1)c1ccc2snnc2c1 | -2% | -26% | -14% | 3% | 5% | 2.8% | 29% | 5% | 0%
CCOC(=O)c1c(NC(=O)c2c(C(=O)O)cccc2[N+](=O)[O-])sc(C)c1C | 0% | -10% | -19% | 2% | 14% | 0.2% | 0%[57.1 µM] | -5% | -3%[57.1 µM]
COc1cc(SC#N)ccc1N=Cc1c(C)[nH]n(-c2cccc3ccccc23)c1=O | -8% | x | -20% | u | x | 4.3% | -17% | -17% | -10%
Cc1ccc(NC(=O)CCS(=O)(=O)c2ccc(Br)s2)cc1 | -1% | 0% | -9% | -52% | 5% | 1.4% | 15%[57.1 µM] | 5% | 5%[57.1 µM]

Arranged by formula weight (ascending): 3 of the compounds above.
mol | Vif-APOBEC3G blk | 12-LOX inh | USP1 inh | RGS4 inh | Vif-APOBEC3F blk | RXFP1 agonist | TrxR1 inh | mIDH1 inhibitor | TrxR1 substrate
CCOC(=O)CSc1n[nH]c(NC(=O)NC(C)C)n1 | -2% | 3% | -9% | 17% | 0% | -1.0% | 9% | -11% | 1%
CCc1ccc2c(c1)-c1ccccc1S(=O)(=O)N2CC(=O)N1CCC(C)CC1 | -2% | -12% | -8% | 6% | -11% | 0.2% | 34% | -10% | 24%
CCc1nc2nc(C)c(NS(=O)(=O)c3ccc(Br)s3)c(=O)n2[nH]1 | -3% | -12% | 2% | 32% | -6% | -1.9% | 3%[57.1 µM] | 2% | -2%[57.1 µM]

Source: PubChem (National Center for Advancing Translational Sciences (NCATS))

Not all compounds are listed; count on the stated rates, not on these rows.
